# Screening data as filed in PubChem.
# MazEF act: activators of E. coli MazEF toxin-antitoxin RNase, primary screen, biochemical, fluorescence, uHTS | Endoribonuclease toxin MazF (Escherichia coli (strain K12)), P0AE70 | FAM/BHQ RNA-DNA oligo cleavage fluorescence, 5 h | activation, % at 20 µM | 350,000 tested, 0.32% active | AID 504720, 2011; in the data active = activation above about 50%
# Target sequence (P0AE70 whole entry, looked up): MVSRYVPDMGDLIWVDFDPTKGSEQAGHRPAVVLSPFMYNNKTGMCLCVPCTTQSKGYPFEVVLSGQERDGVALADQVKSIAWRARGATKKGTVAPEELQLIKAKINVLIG
# FBA Mtb inh: Mtb FBA enzyme inhibitors, primary screen, biochemical, fluorescence, strain H37Rv | Fructose-bisphosphate aldolase (Mycobacterium tuberculosis (strain ATCC 25618 / H37Rv)), … | purified M. tuberculosis FBA, fluorescence read-out | 360,000 tested, 2.3% active | inhibition, % at 1 µM; in the data active = inhibition above about 27%;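 note: 0% = vehicle and 100% = reference inhibitor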
# Target sequence (P9WQA3 whole entry, looked up): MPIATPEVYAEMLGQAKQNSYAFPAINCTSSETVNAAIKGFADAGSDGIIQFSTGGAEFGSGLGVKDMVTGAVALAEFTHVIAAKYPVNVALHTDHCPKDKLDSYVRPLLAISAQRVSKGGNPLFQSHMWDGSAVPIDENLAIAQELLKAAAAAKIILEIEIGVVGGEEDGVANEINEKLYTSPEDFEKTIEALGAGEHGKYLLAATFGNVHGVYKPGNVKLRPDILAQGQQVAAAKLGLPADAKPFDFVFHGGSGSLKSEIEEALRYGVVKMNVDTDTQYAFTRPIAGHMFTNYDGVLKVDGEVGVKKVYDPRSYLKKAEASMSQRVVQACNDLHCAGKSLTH
# SARS 3CLpro inh: SARS-CoV 3CLpro protease inhibitors, primary screen, biochemical, quenched FRET; recombinant SARS-CoV 3CLpro, quenched FRET peptide cleavage; AID 1706, 2009; 290,000 tested, 0.14% active; inhibition, % at 6 µM; in the data active = inhibition above about 12%
# UGM FP inh: M. tuberculosis UGM enzyme inhibitors, primary screen, biochemical, fluorescence polarization, single point; UDP-galactopyranose mutase (Mycobacterium tuberculosis (strain ATCC 25618 / H37Rv)), …; purified UGM, fluorescence polarization probe displacement; inhibition, % at 10 µM; 320,000 tested, 0.06% active; in the data active = inhibition above about 10%, passing the limit was not always enough
# Vc quorum ag: inducers of Vibrio cholerae quorum light production without autoinducers, primary screen, BH1578 luxS cqsA deficient, single point. activation, % at 18.7 µM. AID 588436, 2011. 350,000 tested, 0.16% active. V. cholerae BH1578 lux reporter, luminescence, 6 h; in the data active = activation mostly above about 9.7%, no sharp cut-off; note: not every result past the cut was called active; inactives centre near 0; reference of the scale not given here
# SSB-PriA inh: inhibitors of Klebsiella pneumoniae PriA binding to SSB C-terminal tail, primary screen, biochemical, AlphaScreen. PriA–SSB C-terminal tail interaction (Klebsiella pneumoniae). AlphaScreen SSBct-PriA binding, biotinylated peptide. inhibition, % at 33 µM. 430,000 tested, 0.6% active. AID 1272365, 2023; in the data active = inhibition mostly above about 37%, no sharp cut-off; inactive = mostly below about 20%;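 note: plate controls were negative control peptide for no effect and reference peptide for full effect; strong numbers were not always called active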
# DUSP3 inh: VHR1 phosphatase inhibitors, primary screen, biochemical, absorbance, uHTS. Dual specificity protein phosphatase 3 (Homo sapiens), P51452. recombinant VHR phosphatase, pNPP absorbance. inhibition, % at 13.3 µM. 290,000 tested, 0.52% active; in the data active = inhibition above about 50%; note: some compounds called inactive have numbers as strong as hits
# Target sequence (P51452 whole entry, looked up): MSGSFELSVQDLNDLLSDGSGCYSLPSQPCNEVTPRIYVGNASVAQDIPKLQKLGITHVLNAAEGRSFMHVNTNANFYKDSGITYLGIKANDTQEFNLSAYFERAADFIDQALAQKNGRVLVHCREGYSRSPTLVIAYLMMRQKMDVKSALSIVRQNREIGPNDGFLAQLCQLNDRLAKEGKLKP
# GDH-TPI inh: GDH-TPI coupling enzyme inhibitors, primary screen, artefact control for M. tuberculosis FBA inhibitor project, biochemical, absorbance, full deck; GDH-TPI coupled enzyme counterscreen, NADH absorbance; inhibition, % at 4.8 µM; 360,000 tested, 1.2% active; AID 588335, 2011; in the data active = inhibition above about 30%;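 note: 0% = DMSO wells and 100% = wells lacking the enzyme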
# Rv3671c protease: Rv3671c serine protease inhibitors, primary screen, biochemical, fluorescence polarization, M. tuberculosis H37Rv | inhibition, % at 5.96 µM | 320,000 tested, 0.048% active; in the data active = inhibition above about 38%;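 note: extracellular domain of Rv3671c used as enzyme; 0% = enzyme with DMSO and 100% = no enzyme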
# Target sequence (P9WHR9 whole entry, looked up, the tested form may be a part): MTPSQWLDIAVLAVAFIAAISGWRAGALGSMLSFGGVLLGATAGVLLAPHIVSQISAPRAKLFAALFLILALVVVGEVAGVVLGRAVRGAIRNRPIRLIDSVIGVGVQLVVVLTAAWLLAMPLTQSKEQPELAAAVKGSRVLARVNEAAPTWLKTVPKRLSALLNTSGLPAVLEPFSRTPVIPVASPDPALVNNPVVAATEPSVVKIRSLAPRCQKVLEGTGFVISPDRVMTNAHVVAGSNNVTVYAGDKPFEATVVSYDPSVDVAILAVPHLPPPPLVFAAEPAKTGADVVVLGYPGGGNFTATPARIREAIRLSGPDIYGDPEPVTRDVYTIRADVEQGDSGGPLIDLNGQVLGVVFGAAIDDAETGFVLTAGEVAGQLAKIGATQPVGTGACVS
# BioA inh: M. tuberculosis BioA enzyme inhibitors, primary screen, biochemical, plate reader, single point, HTS; AID 602481, 2012; 7,8-diaminopelargonic acid synthase BioA (Mycobacterium tuberculosis); inhibition, % at 9.99 µM; purified M. tuberculosis BioA enzyme; 360,000 tested, 0.096% active; in the data active = inhibition above about 40%
# An asterisk follows results filed as active; i = inactive; . = no result given; + = active, no number; & = joins results of further samples. The list is partial, so the mix of outcomes need not match the whole.
# Below each SMILES: MazEF act	FBA Mtb inh	SARS 3CLpro inh	UGM FP inh	Vc quorum ag	SSB-PriA inh	DUSP3 inh	GDH-TPI inh	Rv3671c protease	BioA inh
CC(=O)NC(CCS(C)(=O)=O)C(=O)Nc1ccc2c(c1)OCCO2 (centres undefined)
 : 0.6	0.0	4.3	3.2	i	1.8	9.4	7.5	7.0	-2.9
COc1ccc(/C=C(\NC(=O)c2ccccc2Cl)C(=O)NCCCC(=O)O)cc1
 : -6.7	-0.6	0.5	.	1.0	-8.0	24.3	1.6	.	.
CCCCCCn1c(N2CCC(C(N)=O)CC2)nc2c1c(=O)[nH]c(=O)n2C
 : -1.9	3.4	-0.1	0.3	7.1	-13.8	25.8	-0.9	10.8	6.7
C=CCNC(=O)C1CC2c3ccccc3C1c1ccccc12 (centres undefined)
 : -1.5	-1.9	.	-1.5	0.4	-8.2	.	4.4	2.5	.
Cc1ccc2c(c1)C1NC(=S)NC(C)(O2)C1C(=O)Nc1ccc(Cl)cc1 (centres undefined)
 : -2.5	0.0	-1.7	-1.1	i	11.1	-0.2	4.0	-6.1	-0.4
CCOC(=O)CNC(=O)c1ccccc1Br
 : -1.9	+	5.8	-0.4	0.0	-12.7	22.1	3.0	5.6	0.1
CCOC(=O)c1ccc(-n2c(C)nc3c(cnn3-c3ccc(Cl)cc3)c2=O)cc1
 : 18.8	-0.3	-1.2	-1.0	-0.2	-7.8	24.3	5.5	0.4	-0.4
O=C(COC(=O)CCc1ccc(S(=O)(=O)N2CCCCC2)cc1)Nc1ccc2c(c1)OCO2
 : 4.4	-6.3	0.6	0.4	.	-0.5	-0.9	-7.5	7.6	-0.8
COc1ccc(CN(C)C[C@H]2OCCCC[C@@H](C)Oc3ccc(NS(C)(=O)=O)cc3C(=O)N([C@H](C)CO)C[C@@H]2C)cc1
 : -5.6	-1.4	.	.	-0.4	.	.	9.0	.	-3.3&-1.7
CCC1(C)Cc2ccccc2-c2nc[nH]c(=O)c21 (centres undefined)
 : 0.7	-1.1	-0.6	-1.2	1.2	-2.9	13.8	0.0	1.7	-0.4
COc1cc(/C=N/NC(=O)[C@H](Cc2c[nH]c3ccccc23)NC(=O)OCC(C)C)cc([N+](=O)[O-])c1O
 : 8.2	-15.0	4.0	-2.3	-0.2	.	11.9	25.1	5.3	.
O=S(=O)(NNc1ccc(F)cc1F)c1cccc(Cl)c1
 : -4.6	-2.1	5.3	-1.9	-0.4	0.8	2.1	-1.5	-9.1	.
COc1ccc(C2(C)NC(=O)N(CC(=O)NC3CCCC3)C2=O)cc1OC (centres undefined)
 : 3.7	3.5	.	4.0	i	-13.1	.	-0.3	0.4	-0.1
CCCNC(=O)c1cc(OC)c(OC)cc1[N+](=O)[O-]
 : 7.2	0.0	1.0	0.0	i	-9.9	4.8	-0.5	-9.5	3.0
CCOC(=O)CNC(=O)c1sc(NC(=O)c2ccccc2F)nc1C
 : 4.4	0.4	1.4	1.1	-0.5	1.3	24.0	22.9	1.1	-1.0
c1ccc(CSc2nnc(SCc3ccccn3)s2)nc1
 : 3.1	2.8	-1.8	2.0	-4.2	-17.0	15.4	1.2	0.2	3.2
O=C(N1CCN(c2ccc(F)cc2)CC1)C1(c2cccs2)CCOCC1
 : -0.3	0.2	-0.3	2.5	-0.3	2.5&-11.0	-4.6	9.6	1.0	.
NC(=O)C1CCCN(C(=S)NCc2ccc3c(c2)OCO3)C1 (centres undefined)
 : 10.2	3.1	-4.8	-0.7	1.9	-11.7	12.3	6.0	-2.4	.
CC1C(=O)C(C)C(c2cccs2)NC1c1cccs1 (centres undefined)
 : 0.7	3.9	-0.2	2.8	-1.5	-15.8	-9.5	5.3	-8.2	-0.2
CC1CCCC(NC(=O)CN2C(=O)COc3ccccc32)C1C (centres undefined)
 : 10.6	14.1	4.6	1.5	2.7	10.3	5.3	-5.0	-2.3	-2.2
O=C1CSC(c2ccccn2)N1c1ccc(F)cc1F (centres undefined)
 : 3.6	-1.5	1.7	-0.2	i	15.8	-10.7	-3.7	1.6	.
CN(Cc1ccccc1)C(=O)c1oc(=O)c2ccccc2c1-c1ccccc1
 : -2.2	1.6	4.8	0.7	-0.1	4.5	4.5	0.7	-5.9	1.2
CN1C(=O)N(C)C2(c3ccccc3)N(C(C)(C)C)C(=O)NC12c1ccccc1 (centres undefined)
 : 0.5	2.6	0.1	0.9	-0.3	-26.2	37.2	-1.8	-2.6	.
Cc1ccc(NC2=CC(=O)C(=O)c3ccccc32)c(C)c1
 : 8.3	-1.7	.	1.1	-0.3	19.2	.	9.9	-105.5	4.8
Cn1c(=O)c2sccc2n(CC(=O)NCCC2=CCCCC2)c1=O
 : 3.4	0.1	-4.7	-0.5	-4.0	-6.4	49.0	-1.8	0.0	-2.3
O=C(COc1ccc(S(=O)(=O)Nc2cccc(C(F)(F)F)c2)cc1)N1CCOCC1
 : 2.8	1.4	-1.2	-1.1	-0.6	-12.5	6.2	-0.7	-4.9	-0.2
Cn1c(C(=O)N2CCC(C(N)=O)CC2)cc2cc(Cl)ccc21
 : 7.8	0.4	0.9	1.2	i	12.9	13.4	6.9	-4.4	-0.2
CS(=O)c1ccc(-n2c(=O)n(Cc3ccccc3)c(=O)c3[nH]cnc32)cc1 (centres undefined)
 : 0.9	-2.9	-1.9	-0.4	i	-1.3	11.3	10.2	-6.4	.
CCN(C(=O)c1ccco1)c1nc(-c2ccc(OC)cc2)cs1
 : -3.4	1.6	-0.1	-1.0	i	-2.1	-28.8	12.4	-16.4	5.8
c1ccc2sc(N3CCN(Cc4nnnn4CC4CCCO4)CC3)nc2c1 (centres undefined)
 : -4.7	-0.6	3.5	3.1	-0.4	-14.5	11.9	6.0	-5.9	.
O=C1NC(=S)N(c2ccccc2)C(=O)C1C(c1ccncc1)C1C(=O)NC(=S)N(c2ccccc2)C1=O (centres undefined)
 : 0.9	-1.4	1.3	1.1	-0.4	-4.0	18.1	8.3	-0.2	.
CCCCn1c(N)c(N(CC(C)C)C(=O)CSc2nnc(C)n2-c2ccccc2)c(=O)[nH]c1=O
 : 9.2	1.1	.	.	i	0.0	.	-3.5	.	-0.7
Cc1cc(=O)oc2cc(NC(=O)c3ccc(OC(F)F)cc3)ccc12
 : -20.4	8.7	-3.8	0.9	-1.2	0.4	-8.1	2.3	-1.0	-0.9
CCC[C@@H](CN1CCC[C@H]1CN1C(N)=NC[C@@H]1Cc1ccccc1)N1C[C@@H]([C@H](C)CC)N(CCCC2CCCC2)C1=N
 : -12.1	-2.4	.	-3.6	i	0.0	.	-1.3	-4.8	0.9
O=C(NCCCn1ccnc1)/C(=C/c1ccco1)NC(=O)c1cccs1
 : 15.1	3.1	1.1	-1.2	-0.4	-11.6	9.8	9.6	4.1	.
CCNC(=O)C(=O)NCC1CCCN1S(=O)(=O)c1cccs1 (centres undefined)
 : -4.9	1.8	.	2.8	i	4.6	.	-4.3	0.2	0.2
CC(=O)Nc1ccc2c(COC(=O)CC3Sc4ccccc4NC3=O)cc(=O)oc2c1 (centres undefined)
 : -7.3	22.0	1.0	-0.7	i	-6.9	25.7	6.4	-1.4	.
CC1CCN(CC(=O)Nc2ccc(C(=O)N3CCCCC3)cc2)CC1
 : -18.2	2.1	-2.0	0.4	i	-6.0	6.1	-4.1	-2.0	1.4
NS(=O)(=O)c1ccc(N=Nc2ccc(O)c3ncccc23)cc1
 : 1.3	-10.7	0.9	-1.0	i	-13.3	-12.8	22.8	3.8	.
CC(=O)c1cc2c(cc1NC(=O)Nc1cccc(Cl)c1)OCCO2
 : 13.7	9.4	-6.0	-2.0	0.5	5.5	-1.4	1.1	-12.9	2.5
Cc1ccc(/C=N/NC(=O)c2ccc(-n3cnnn3)cc2)cc1
 : -1.9	0.8	.	2.0	-0.3	.	.	-1.3	-5.1	-0.6
CCOC(=O)c1sc(-c2ccc(OC)cc2)cc1NC(C)=O
 : 6.4	78.7*	3.4	.	-0.1	2.8	-5.7	18.9	.	.
COc1ccc(OC)c(NC(=O)CSc2ncccc2C(=O)O)c1
 : -2.7	-4.2	-3.7	-0.3	-0.3	-0.1	6.1	10.2	-0.1	1.4
O=S(=O)(Nc1ccc(Nc2ccccc2)cc1)c1ccc(F)cc1
 : -3.2	-0.9	.	1.1	-0.5	0.2	.	18.3	6.7	1.5
COc1ccc(C)cc1NC(=O)c1ccccc1NS(=O)(=O)c1cccc2cccnc12
 : 2.2	-2.1	3.9	-2.2	-0.6	8.8	-17.7	-2.9	-2.9	2.2

# Another view of part of the listing above.
O=C(N1CCN(c2ccc(F)cc2)CC1)C1(c2cccs2)CCOCC1
  MazEF act = -0.3 | FBA Mtb inh = 0.2 | SARS 3CLpro inh = -0.3 | UGM FP inh = 2.5 | Vc quorum ag = -0.3 | SSB-PriA inh = 2.5&-11.0 | DUSP3 inh = -4.6 | GDH-TPI inh = 9.6 | Rv3671c protease = 1.0 | BioA inh = .
NC(=O)C1CCCN(C(=S)NCc2ccc3c(c2)OCO3)C1 (centres undefined)
  MazEF act = 10.2 | FBA Mtb inh = 3.1 | SARS 3CLpro inh = -4.8 | UGM FP inh = -0.7 | Vc quorum ag = 1.9 | SSB-PriA inh = -11.7 | DUSP3 inh = 12.3 | GDH-TPI inh = 6.0 | Rv3671c protease = -2.4 | BioA inh = .

# Next part:
# Below each SMILES: MazEF act	FBA Mtb inh	SARS 3CLpro inh	UGM FP inh	Vc quorum ag	SSB-PriA inh	DUSP3 inh	GDH-TPI inh	Rv3671c protease	BioA inh
C/C=C/Cn1cccc(C(=O)Nc2ccc(OC)cc2)c1=O
 : 3.2	2.8	3.3	-0.8	i	-1.7	2.2	-1.9	-8.8	.
Cc1ccc(N(CC(=O)NCC2CCCO2)C(=O)CCC(=O)Nc2cc(C)on2)cc1 (centres undefined)
 : 10.8	-1.8	2.4	0.1	-0.2	-1.0	31.7	3.1	1.8	-0.7
CC(C)COC(=O)N(C)c1ccc(C(O)(C(F)(F)F)C(F)(F)F)cc1
 : -4.6	-0.5	0.4	0.7	i	7.1	15.5	2.9	0.6	2.0
CC1CN(C(=O)C2CC2)C(C)CN1C(=O)C1CC1 (centres undefined)
 : 2.7	-1.0	3.9	1.2	-0.4	-5.3	1.3	-8.9	-5.2	-0.7
O=C(c1ccc(S(=O)(=O)Cc2ccccc2F)c([N+](=O)[O-])c1)N1CCCCCC1
 : -11.5	1.8	-0.4	0.7	-0.8	0.8	22.3	11.0	2.4	1.3
O=C(c1ccccc1)N(Cc1cccs1)C1CCS(=O)(=O)C1 (centres undefined)
 : -1.4	-2.1	3.5	-0.6	i	-10.6	3.1	-7.8	-3.4	-0.9
CCN1CNC(=S)N(CCc2ccccc2)C1
 : 5.4	-0.6	-5.3	2.7	-0.1	-1.7	20.8	10.8	3.4	.
OC(c1nc2ccccc2[nH]1)C(O)C(O)C(O)c1nc2ccccc2[nH]1 (centres undefined)
 : -3.7	.	3.0	3.7	.	3.0	-8.8	.	2.6	.
CC(C)(C)c1cc(CN2CCCC(O)C2)c(O)c(C(C)(C)C)c1 (centres undefined)
 : -13.2	-3.4	0.9	1.3	-0.3	11.4	35.9	10.7	-3.8	10.9
COc1cccc(-c2ccc(SCC(=O)NCCc3ccccc3)nn2)c1
 : 10.5	1.8	-4.2	-0.7	i	3.0	-0.5	0.0	-1.7	.
O=[N+]([O-])c1ccc(CSc2nc3ccccc3o2)cc1
 : -17.2	0.8	1.9	-1.0	0.7	-6.3	15.1	10.2	-5.7	0.7
